Screens from PubChem BioAssay.
TNAP act DEA: human TNAP activation, intermediate phosphate acceptor; P05186; purified TNAP, CDP-star luminescence, 100 mM DEA, 30 min; hits give high values; scale: 0 levamisole-inhibited, 1 vehicle-only enzyme; activation factor at 20 µM; 64,000 tested, under 10 active; AID 813;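 active = activation factor of at least 2 at 20 µM, relative to controls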
MKP-1 inh: inhibitors of human MKP-1 phosphatase. P28562. recombinant MKP-1, OMFP hydrolysis fluorescence. inhibition, %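 (compounds tested at a single concentration somewhere between 10 and 100 µM)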. actives 0.15% (n = 65,000). AID 374;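 active = inhibition above about 50%, limit read from the data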;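 also: 0% = DMSO max control wells and 100% = wells with enzyme stopped by NaOH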
Cdc25B block: inhibitors of human Cdc25B phosphatase; recombinant Cdc25B, OMFP fluorescence Ex485/Em525; inhibition, %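 (compounds tested at 10 µM final in the well)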; actives 0.1% (n = 65,000); AID 368; in the data active = inhibition above about 50%
D1 mod: allosterically modulates the human D1 dopamine receptor; B-score at 10 µM; actives 5.9% (n = 58,000); HEK293 D1, CRE-luciferase, dopamine EC30 potentiation; actives deviate in either direction; P21728;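 active = luminescence count or its row- and column-corrected plate score outside the 99.7% band of the plate's sample wells, on either side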
Hsp90 inh: displaces geldanamycin probe from tumor Hsp90; NCI-N417 lysate Hsp90, Cy3B-geldanamycin FP displacement; actives 0.35% (n = 64,000); P07900; inhibition, % at 30 µM; AID 429;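 active = inhibition above 50%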;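 also: 0% = tracer plus lysate wells and 100% = tracer alone without lysate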
RORA act: RORA (human) activation. P35398. CHO-K1 Gal4-RORA LBD luciferase reporter, luminescence; percent increase over mock-subtracted basal signal. activation, % at 10 µM. actives 1.5% (n = 65,000). AID 560;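 active = activation above the mean of all tested compounds plus 3 SD, cut at about 49% in these data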;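 also: 0% = DMSO-treated RORA cells and 100% = added signal equal to DMSO minus mock-transfected cells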
Target sequence (P35398 whole entry, looked up, the tested form may be a part): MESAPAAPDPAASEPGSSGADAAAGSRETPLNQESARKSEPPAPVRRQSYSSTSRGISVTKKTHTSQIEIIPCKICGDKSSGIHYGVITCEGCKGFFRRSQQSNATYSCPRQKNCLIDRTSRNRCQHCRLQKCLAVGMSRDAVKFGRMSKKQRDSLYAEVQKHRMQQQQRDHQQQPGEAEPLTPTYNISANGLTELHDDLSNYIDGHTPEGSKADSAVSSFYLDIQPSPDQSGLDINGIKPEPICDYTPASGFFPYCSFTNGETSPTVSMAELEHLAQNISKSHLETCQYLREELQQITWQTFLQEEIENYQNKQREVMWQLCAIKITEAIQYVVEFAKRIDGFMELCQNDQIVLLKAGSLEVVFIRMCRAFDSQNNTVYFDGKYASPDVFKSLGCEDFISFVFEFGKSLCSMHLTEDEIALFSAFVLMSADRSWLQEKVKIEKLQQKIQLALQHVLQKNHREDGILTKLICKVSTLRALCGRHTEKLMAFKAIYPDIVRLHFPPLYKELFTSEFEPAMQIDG
FXIIa mix inh: blocks human factor XIIa in pooled compound mixtures; P00748; purified FXIIa, fluorogenic substrate; inhibition, % at 5 µM; actives 0.2% (n = 62,000); in the data active = inhibition above about 20%, passing the limit was not always enough;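 also: 0% = enzyme without compound and 100% = no enzyme blank; some results filed as inactive read as strong as hits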
Her2 expr inh: inhibitors of human Her2 kinase expression; SKBR-3 HER2 protein level, AlphaScreen, 18-24 h; hits give low values; P04626; HER2 level % of control, % at 10 µM; actives 0.69% (n = 65,000); AID 645;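 active = HER2 level under 5% of the carrier-only control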;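 also: 100% = DMSO carrier and 0% = 500 nM PU-H71 HSP90 inhibitor; lower value means stronger loss of Her2 protein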
SF1 activator: SF-1 (human) activation. Q13285. CHO-K1 Gal4-SF-1 LBD luciferase reporter; % increase over DMSO SF-1-specific signal. activation, % at 10 µM. actives 1.9% (n = 65,000);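 active = activation above the mean activation of all tested compounds plus 3 SD, cut at about 50% in these data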
Target sequence (Q13285 whole entry, looked up, the tested form may be a part): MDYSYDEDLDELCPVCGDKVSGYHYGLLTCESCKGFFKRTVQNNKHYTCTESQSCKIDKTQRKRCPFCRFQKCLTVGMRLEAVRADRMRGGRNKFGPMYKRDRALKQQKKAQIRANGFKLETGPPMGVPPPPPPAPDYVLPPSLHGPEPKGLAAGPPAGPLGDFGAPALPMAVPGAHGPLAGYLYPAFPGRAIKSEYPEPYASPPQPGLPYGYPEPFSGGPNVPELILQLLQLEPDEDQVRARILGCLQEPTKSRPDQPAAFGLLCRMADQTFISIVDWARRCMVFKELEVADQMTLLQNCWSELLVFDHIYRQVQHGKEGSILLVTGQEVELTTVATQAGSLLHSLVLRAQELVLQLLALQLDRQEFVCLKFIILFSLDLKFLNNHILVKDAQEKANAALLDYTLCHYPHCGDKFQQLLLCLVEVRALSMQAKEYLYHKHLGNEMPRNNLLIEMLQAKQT
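Compound – one dose, 10 µM compound, 1% DMSO · Test system – transient Gal4-SF-1 LBD reporter, CHO-K1 · Input – 4,000 cells in each well · Read-out basis – percent activation relative to DMSO median and mock-transfected background · Replicates – single measurement per compound · Technique – steady-glow luciferase luminescence, read after 15 min reagent incubation · Timing – 20 h compound treatment, 37 °C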
Numbers without * were called inactive; / = not tested or not shown. An unsorted share of the library; about 8.9% have a hit in one of these screens.

canonical_smiles	TNAP act DEA	MKP-1 inh	Cdc25B block	D1 mod	Hsp90 inh	RORA act	FXIIa mix inh	Her2 expr inh	SF1 activator
CCOC(=O)CSc1ccc2nnc(-c3ccncc3)n2n1	1	-2	-6	0.41	-4	12	9	85	3
CC(=O)N1CCN(c2nc3cc4c(cc3nc2NS(=O)(=O)c2ccccc2)OCCO4)CC1	0.9	30	-9	0.9	-3	-6	6	138	3
COc1cccc(C(=O)Cn2c(Br)nc3c2c(=O)n(C)c(=O)n3C)c1	1	-2	1	-0.56	-4	11	0	71	-12
Cc1cc(C)nc(NC(=O)c2cnc3sccn3c2=O)n1	0.9	-5	3	0.049	-2	12	4	87	-7
COc1ccc(CN/C(C)=C(/C#N)C(N)=O)cc1OC	0.9	8	-20	3.5*	-3	-3	-2	101	1
Cc1c(C(=O)NCc2ccccc2)oc2ccc(S(=O)(=O)N3CCC4(CC3)OCCO4)cc12	1	/	/	/	/	20	-1	79	13
COc1ccc(OC)c2c1sc(=NC(=O)CN1C(=O)CCC1=O)n2C	1	13	-14	2.9	0	-3	-19	88	-31
COc1cc(C(O)c2nc3ccccc3n2C)cc(OC)c1OC (configuration not stated)	0.9	-1	-9	-0.58	-2	0	8	/	-10
Cc1occc1C(=O)N1CCCc2ccccc21	1	-12	-3	0.26	-3	-16	6	104	-7
CC1(C)CC(=O)c2sc(NC(=O)C3CC3)nc2C1	0.9	5	-5	-0.045	1	4	9	107	9
O=C1CC(c2ccc(Cl)c(Cl)c2)CC(O)=C1C=NCCN1CCNCC1 (configuration not stated)	1	-2	-2	-1.4	-2	5	-11	94	-12
Cc1cccc(OCCOCCN2CCOCC2)c1C	1	-4	0	-1.1	-3	2	14	113	-1
CCOc1cc2[nH]c(=S)n(CCCN3CCOCC3)c(=O)c2cc1OCC	0.9	18	1	-0.27	-5	-5	-15	101	-14
CC1(C)Cc2c(c(=S)nc(-c3ccccc3)n2CCO)CO1	0.8	-10	-7	0.33	1	-13	6	99	4
CCOc1ccccc1C1CC(=O)NC2=C1C(=O)CCC2 (configuration not stated)	1.1	6	-7	0.13	1	11	8	80	20
COC(=O)CSc1nnc(CNC(=O)Cc2ccccc2)n1-c1ccccc1OC	1	7	-5	-0.072	-4	-5	4	80	7
CCOc1ccc(Cn2c(=O)oc3ccc(C)cc32)cc1OC	1	-9	3	1	2	-15	11	113	-15
CCc1cccc(NC(=O)CCS(=O)(=O)c2cccc3nonc23)c1	0.9	-2	-5	-0.6	/	-29	0	85	9
CCCCn1c(=NC(C)=O)c(C#N)cc2c(=O)n3cccc(C)c3nc21	0.9	-3	-2	-0.078	-2	0	-16	75	14
c1nc(NCCN2CCOCC2)c2sc3nc(N4CCOCC4)c4c(c3c2n1)CCC4	1	18	-9	6.8*	/	6	8	84	6
O=C(O)CCCCCNC(=O)c1ccncc1	1	30	12	0.84	0	-13	27	113	-1
O=C(C1CCCN(Cc2ccncc2)C1)N1CCc2ccccc2C1 (configuration not stated)	0.9	0	-22	-0.89	-4	0	1	131	0
c1ccc(Cn2ncc3c(NCc4ccco4)ncnc32)cc1	0.9	-4	4	-0.14	-4	3	7	66	-13
O=C(CN(Cc1ccccc1F)S(=O)(=O)c1ccc(Cl)cc1)NCCCO	1	-3	-4	-0.56	-3	5	-1	121	8
Cc1cc(NC(=O)CCC(=O)N(c2ccccc2)C(C(=O)NCC2CCCO2)c2cccnc2)no1 (configuration not stated)	0.9	5	-7	/	-2	-13	2	164	9
Cc1ccc2c(c1)cc(CN(Cc1ccccc1)C(=O)N(C)C)c1nnnn12	0.9	-9	-9	1.4	-2	-3	7	100	0
NC(CC(=O)O)c1cccc(OCc2ccccc2)c1 (configuration not stated)	0.9	-6	3	-0.029	1	-4	1	86	-2
CC(CC(=O)O)NCC1COc2ccccc2O1 (configuration not stated)	1	-16	-13	1.3	-1	-29	1	104	-5
COc1ccc(-c2noc(COc3ccc(C)c(C)c3)n2)cc1OC	0.9	16	-20	4.5*	-2	-6	-2	90	5
CCc1ccc(OCC(=O)N(C)CCC#N)c(Br)c1	0.9	-1	0	-0.42	2	-22	5	114	0
COc1cccc(C2CC(c3cccs3)Nc3ncnn32)c1 (configuration not stated)	1	8	-9	0.93	-1	-18	10	146	4
CCn1c(-c2ccc3[nH]c(C)c(C)c3c2)n[nH]c1=S	0.9	13	-9	1.1	1	26	12	93	-8
CC(=O)C1C(=O)CC(C)(O)C(C(C)=O)C1c1ccc(N(C)C)cc1 (configuration not stated)	1	6	-12	-1.2	-2	-3	1	104	-11
O=C(O)CCc1ccc(-c2ccc(F)cc2)n1NC(=O)c1ccco1	0.9	-7	-10	-0.0017	-11	8	3	/	-5
CCC(NC(=O)c1ccccc1NC(=O)c1ccco1)C(=O)NC1CCCCC1 (configuration not stated)	1	15	-5	0.026	-2	-31	13	95	-18
NC(=O)CN1C(=O)C2C3C=CC(C3)C2C1=O (configuration not stated)	1	-6	3	0.56	1	1	12	51	12
Cc1c(=O)n(OCc2ccccn2)c2ccccc2[n+]1[O-]	0.9	2	3	1.4	-18	-15	4	121	16
O=C(NC1CCCCC1)C(c1ccco1)N(Cc1cccs1)C(=O)Cn1nnc2ccccc21 (configuration not stated)	1	-11	11	-0.45	-4	-7	-2	114	-3
CN1CCN(CCCNC(=O)c2cc3c(-c4ccc(Cl)cc4)nn(C)c3s2)CC1	0.9	-13	-15	-2*	-4	24	7	86	9
O=C(COc1ccc(Cl)cc1)NCc1nnc(SCC(=O)N2CCCCC2)o1	1	-8	5	/	-2	-3	6	91	-8
Cc1cc(OCc2nc(-c3cccnc3)no2)c(C)cc1Br	0.9	2	-23	0.11	-3	-16	-4	105	3
COC(=O)C1C(=O)c2c([nH]c(C(=O)OC3CCCC3C)c2C)CC1C (configuration not stated)	0.9	9	-5	1.9	2	30	9	83	16
COc1ccc(S(=O)(=O)N2CCCC(C(=O)Nc3ccc(NC(=O)c4ccccn4)cc3)C2)cc1 (configuration not stated)	0.8	32	-2	-2.7	-4	23	10	82	63*
Cc1nn(-c2ccccc2)c2sc(C(=O)c3c(N)n(C)c(=O)n(C)c3=O)cc12	0.9	0	-8	0.19	-5	16	-19	79	29
O=C(Cn1cnc2scc(-c3ccccc3)c2c1=O)N1CCOCC1	0.9	-5	-2	1.3	-4	-20	5	117	-9
COc1ccccc1CC(=O)Nc1ccc(OC)c(OC)c1	0.8	-8	-6	0.93	-4	-12	5	103	-18
CCCc1nc2ccccc2c(=O)n1/N=C/c1ccc(O)cc1	0.9	3	-9	2.1	-1	-4	6	110	-11
CCOc1ccc(NC(=O)CN(c2ccc(OC)cc2)S(C)(=O)=O)cc1	0.9	18	-1	-0.62	-4	77*	0	84	26
CC(=O)N(Cc1cc(=O)[nH]c2ccccc12)c1ccccc1	0.9	-10	-3	0.43	-5	-20	-19	94	-19
COc1ccc(OC)c(NC2c3ccccc3C(=O)N2Cc2ccc3c(c2)OCO3)c1 (configuration not stated)	0.9	15	-7	-0.14	6	1	5	84	3
CCOC(=O)CC(C(=O)OCC)P(=O)(c1ccccc1)c1ccccc1 (configuration not stated)	0.9	9	-13	-5	1	-10	2	116	-2
COc1ccc(C2(C(=O)N3CCCC3)CCOCC2)cc1OC	0.9	-8	-10	0.035	-2	12	4	78	-4
COc1ccc2cc(C(=O)OC(C)C)sc(=O)c2c1OC	0.9	1	3	1.9	0	-7	-11	86	26
CCC(O)CNc1nc(-n2nc(C)cc2C)nc2sc3c(c12)CCCC3 (configuration not stated)	0.9	6	4	0.76	-4	33	-4	94	-6
NC(=O)c1ccccc1NC(=O)CN1CCOCC1	1	-5	9	-0.58	-1	-11	11	106	-5
CCc1cc(Br)ccc1NC(=O)C1CCCO1 (configuration not stated)	0.9	3	-2	/	-4	-6	4	119	19
CCOc1ccc2[nH]c(=O)c(CN(C(=O)N3CCOCC3)C3CC3)cc2c1	0.9	-2	-6	0.85	1	-18	-2	75	5
CCOc1ccc(S(=O)(=O)n2nnc3ccccc32)cc1C	0.9	29	-1	0.61	3	-11	-3	107	3
Cc1cc(OCC(=O)O)c2cccc(C)c2n1	0.8	-2	-2	-0.87	0	-7	5	120	8
Cc1ccc(C(=O)CC(C(=O)O)n2ccc(C)n2)cc1 (configuration not stated)	0.9	-2	-9	0.58	0	3	6	92	-21

Filtered by structure, those above containing a furan ring, fused or not
canonical_smiles	TNAP act DEA	MKP-1 inh	Cdc25B block	D1 mod	Hsp90 inh	RORA act	FXIIa mix inh	Her2 expr inh	SF1 activator
Cc1c(C(=O)NCc2ccccc2)oc2ccc(S(=O)(=O)N3CCC4(CC3)OCCO4)cc12	1	/	/	/	/	20	-1	79	13
Cc1occc1C(=O)N1CCCc2ccccc21	1	-12	-3	0.26	-3	-16	6	104	-7
c1ccc(Cn2ncc3c(NCc4ccco4)ncnc32)cc1	0.9	-4	4	-0.14	-4	3	7	66	-13
O=C(O)CCc1ccc(-c2ccc(F)cc2)n1NC(=O)c1ccco1	0.9	-7	-10	-0.0017	-11	8	3	/	-5
CCC(NC(=O)c1ccccc1NC(=O)c1ccco1)C(=O)NC1CCCCC1 (configuration not stated)	1	15	-5	0.026	-2	-31	13	95	-18
O=C(NC1CCCCC1)C(c1ccco1)N(Cc1cccs1)C(=O)Cn1nnc2ccccc21 (configuration not stated)	1	-11	11	-0.45	-4	-7	-2	114	-3

(more compounds)
canonical_smiles	TNAP act DEA	MKP-1 inh	Cdc25B block	D1 mod	Hsp90 inh	RORA act	FXIIa mix inh	Her2 expr inh	SF1 activator
O=C(CSc1ncnc2c1cnn2-c1ccccc1)Nc1ccc2c(c1)OCO2	0.9	-16	2	0.0025	2	-26	1	37	0
O=C1CCCN1CCC1CCN(C(=O)Nc2ccccc2)CC1	1	14	-2	-0.16	-1	12	5	73	10
COC(=O)c1oc2ccccc2c1NC(=O)CN1CCCC1	0.9	-9	-21	13*	-2	-9	1	122	-3
COc1ccc(Nc2cc(C(=O)NCCCN3CCN(C)CC3)c3ccccc3n2)cc1	1.1	-9	6	-0.82	1	-12	0	67	11
Cc1cccc(Nc2nc(N)nc(CN3CCC(C(N)=O)CC3)n2)c1C	0.9	-14	5	0.28	-4	6	-23	90	6
c1ccc(COn2nnc3ccccc32)c(COn2nnc3ccccc32)c1	0.9	-15	0	-0.88	2	9	6	109	-9
Cc1ccc(S(=O)(=O)N2Cc3ccccc3CC2C(=O)Nn2cnnc2)cc1 (configuration not stated)	1	21	1	0.01	-2	-17	-1	97	6
Cc1cnc(NC(=O)CSc2nnc(-c3ccccc3)o2)s1	0.9	40	5	0.016	-3	21	11	115	88*
O=C(NC1CC2CCC1C2)c1ccc(CN2CCOCC2)cc1 (configuration not stated)	0.9	6	-9	-0.99	3	27	-17	100	16
Cc1cccc(OCC(=O)Nc2ccc3c(c2)OCO3)c1C	0.9	4	-14	0.24	-2	-3	3	113	-3
COc1ccccc1-c1nnc(SCC(=O)Nc2c(Cl)cccc2Cl)o1	1	8	-4	-0.35	-2	-26	4	151	5
COc1cccc(C(c2nnnn2CCc2ccccc2)N2CCN(c3ccccc3)CC2)c1OC (configuration not stated)	0.9	2	-4	0.066	2	-1	3	70	0
COc1ccc2cc3cc(C(=O)Nc4ccccc4N4CCN(C)CC4)oc3nc2c1	0.8	-14	-5	-2	-1	28	2	11	-11
